Compound activity: PubChem BioAssay, National Center for Advancing Translational Sciences (NCATS)
TRb SRC2 PPI – inhibitors of human thyroid hormone receptor beta-SRC2 interaction; P10828; TRbeta-SRC2 peptide binding, fluorescence polarization; receptor liganded with 1 µM T3; Potency, µM (series often up to 106 µM), for the others: top-dose activity change, negative = inhibition, actives largely listed as inhibitors; actives 0.065% (n = 280,000);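 note: plate controls were bound peptide for no effect and peptide without receptor for full effect; nearly all actives have a fitted effect of over 50% in size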
Target sequence (P10828 whole entry, looked up): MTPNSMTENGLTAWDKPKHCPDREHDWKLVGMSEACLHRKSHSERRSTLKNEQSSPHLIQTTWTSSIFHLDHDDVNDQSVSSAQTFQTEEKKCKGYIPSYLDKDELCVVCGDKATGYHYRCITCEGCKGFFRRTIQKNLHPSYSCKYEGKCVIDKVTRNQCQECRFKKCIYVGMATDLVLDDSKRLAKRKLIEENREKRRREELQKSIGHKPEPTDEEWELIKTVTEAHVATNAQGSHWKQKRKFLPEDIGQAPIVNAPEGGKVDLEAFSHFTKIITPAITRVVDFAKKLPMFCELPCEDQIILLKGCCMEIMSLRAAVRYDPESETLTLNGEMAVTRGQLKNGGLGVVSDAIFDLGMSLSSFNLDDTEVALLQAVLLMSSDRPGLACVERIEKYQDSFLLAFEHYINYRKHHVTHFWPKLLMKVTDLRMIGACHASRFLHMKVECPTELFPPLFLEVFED
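Read-out is fluorescence polarization (555 nm excitation, 632 nm emission) of a Texas Red SRC2 coactivator peptide; loss of signal reflects blocked binding to human TRb ligand-binding domain in the presence of 1 uM T3.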
SMN2 splice enh – increases expression of the SMN2 splice variant | HEK293 SMN2-luciferase splicing reporter, luminescence, 30-36 h | Potency, µM (titrated, usually from 46.1 µM), without a hit: top-dose activity change, positive = activation, usual class: activators | actives 2.8% (n = 210,000) | AID 1458; note: % of control where 0% means no effect; nearly all actives have a fitted effect of over 55% in size
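HEK293 cells carry an SMN2 minigene-luciferase reporter in which exon 7 inclusion puts luciferase in frame. Cells were seeded at 2000 cells/well, attached for 10-12 hours, then exposed to compounds for 30-36 hours at 37C before ONE-Glo luminescence.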
TR SRC2 fluor cs – alters Texas Red total fluorescence, flagging assay interference; TRb/SRC2 Texas Red total fluorescence interference; Potency, µM (top dose mostly 106 µM), for the others: at the highest dose fluorescence change, negative = quenching; actives 0.29% (n = 280,000); AID 1479; active = well fitted curve in either direction with a large enough effect; inconclusive = small, poorly fitted or top-dose-only effect; note: % is set by controls: 0 for no effect and ±100 for the full control effect
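Flags fluorescent or light-absorbing compounds by total fluorescence, S + 2P, at 555 nm excitation and 632 nm emission. Mixture: 20 nM Texas Red SRC2 peptide, 0.6 uM human TRb LBD, 1 uM T3, 5% DMSO; compound exposure 5 h at ambient temperature.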
* = called active by the depositor; ? = inconclusive; [ ] = remark or other dose. Unless noted, calls come from the whole dose curve; as a rule, active = well fitted curve in the direction sought with a large enough effect; inconclusive = small, poorly fitted or top-dose-only effect, or another doubt; inactive = no such curve, though single readings can be large; an effect the other way counts as inactive or inconclusive. Potency is the fitted concentration of half-maximal effect. A portion of the library (hit frequency here may not be typical).

Below each compound – TRb SRC2 PPI	SMN2 splice enh	TR SRC2 fluor cs
CCOc1nc(NC(=O)NS(=O)(=O)Oc2cccc(F)c2)nc(-c2ccccc2)n1
→ 3%	-7%	-1%
CCn1c(=N)c(C(=O)NCc2ccccc2)cc2c(=O)n3cccc(C)c3nc21
→ 3%	-5%	-1%
CCOc1ccc(Nc2nc(C)c(NC(=O)c3cccc(OC)c3)c(Nc3ccc(OCC)cc3)n2)cc1
→ -2%	-24%	-1%
COc1ccc(OC)c(NC(=O)c2sc3nc4c(cc3c2N)CCCCCC4)c1
→ 5%	-7%	-2%
Cc1ccccc1C(=O)Nc1sc2c(c1C(=O)N1CCCCC1)CCC(C(C)(C)C)C2 (stereo unspecified)
→ 10%	-4%	-3%
COC(=O)CS(=O)(=O)c1nc2ccccc2nc1N1CCCCC1
→ -6%	11%	3%
Cc1ccc2oc(=O)n(CCNC(=O)Nc3ccccc3Cl)c2c1
→ -3%	8%	0%
CC(C)COc1ccc(C(=O)Nc2onc3c2CCCC3)cc1
→ 7%	19%	6%
Clc1ccccc1N1CCN(Cc2nnc(-c3ccccc3)o2)CC1
→ -3%	-5%	-14%
O=C(NCCSc1c(-c2ccc(Br)cc2)[nH]c2ccccc12)c1ccc(S(=O)(=O)N2CCOCC2)cc1
→ -2%	-12%	0%
CCCCOC(=O)c1ccc(NC(=O)/C(C#N)=C/c2ccc(-c3ccccc3)o2)cc1
→ -2%	-1%	?
COC(=O)c1cc2oc3ccccc3c2n1Cc1nc(-c2ccccc2C)oc1C
→ -11%	1%	20µM*[quencher]
CCOCCCn1c(=N)c(C(=O)NC(C)c2ccccc2)cc2c(=O)n3cccc(C)c3nc21 (stereo unspecified)
→ 3%	-15%	-5%
COc1cc(NC(=O)CCN2CCN(CCO)CC2)cc(OC)c1
→ 9%	6%	-4%
O=C(NCCCc1nc2ccccc2n1Cc1ccc(F)cc1)C1CCCCC1
→ -6%	-5%	0%

Profiles as entered above:
Listed for Cc1ccccc1C(=O)Nc1sc2c(c1C(=O)N1CCCCC1)CCC(C(C)(C)C)C2 (stereo unspecified) → TRb SRC2 PPI = 10%; SMN2 splice enh = -4%; TR SRC2 fluor cs = -3%
Listed for COc1ccc(OC)c(NC(=O)c2sc3nc4c(cc3c2N)CCCCCC4)c1 → TRb SRC2 PPI = 5%; SMN2 splice enh = -7%; TR SRC2 fluor cs = -2%
Listed for Clc1ccccc1N1CCN(Cc2nnc(-c3ccccc3)o2)CC1 → TRb SRC2 PPI = -3%; SMN2 splice enh = -5%; TR SRC2 fluor cs = -14%

Remaining list, next part:
Below each compound – TRb SRC2 PPI	SMN2 splice enh	TR SRC2 fluor cs
Cc1ccc(SCCNC(=O)CN(c2ccccc2)S(=O)(=O)N(C)C)cc1
→ 8%	-12%	4%
Cc1ccc2nc(NCCc3ccc(Cl)cc3)c3nncn3c2c1
→ 4%	?	0%
Cc1ccc(C)c(CSc2cn(CCNC(=O)c3cccs3)c3ccccc23)c1
→ 4%	-55%[inhibitor]	1%
CCOC(=O)c1ccccc1NC(=O)CN(c1cccc(C)c1C)S(=O)(=O)c1ccccc1
→ 8%	-9%	-1%
Cc1ccc2oc(-c3cc(NC(=O)c4oc5ccccc5c4C)ccc3Cl)nc2c1
→ -9%	-3%	8%
CCOc1ccc(NC(=O)NC(CC)Cn2nnc3ccccc3c2=O)cc1 (stereo unspecified)
→ -12%	?	0%
CCc1ccc(CN(Cc2ccco2)C(=O)c2ccc(OC)cc2)cc1
→ -8%	-15%	1%
CC1CCC(NC(=O)c2ccc3c(c2)N(Cc2ccccc2)C(=O)c2ccccc2S3=O)CC1 (stereo unspecified)
→ -8%	-7%	1%
Cc1ccc(-c2noc(CCC(=O)Nc3ccc(F)cc3Cl)n2)cc1
→ -13%	16%	0%
Nc1nonc1-c1nc2ccccc2n1Cc1cccc(Cl)c1
→ -3%	?	-3%
COc1ccc(-c2nn(C)c3sc(C(=O)NCCN(C)C)cc23)cc1OC
→ -3%	-39%[inhibitor]	-3%
CCOc1ccc(C(=O)NCCn2cc(SCC(=O)Nc3ccc4c(c3)OCCO4)c3ccccc32)cc1
→ 10%	-2%	-15%
Cc1cc(C)cc(NC(=O)C2CC(=O)N(c3ccccc3)C2)c1 (stereo unspecified)
→ -2%	2%	3%
CCCCN(C)CCCNC(=O)Cn1ncc2c3ccccc3n(Cc3ccccc3F)c2c1=O
→ 9%	1%	-4%
Cc1c(Cl)cccc1NC(=O)CCOc1ccccc1
→ -6%	-8%	?
COc1ccc(OC2CCN(S(=O)(=O)c3ccc(OC)cc3)CC2)cc1
→ -3%	?	-1%
CCc1ccc(-n2c(=O)c3c4c(sc3n(CC(=O)c3ccc(F)cc3)c2=O)CCC4)cc1
→ 2%	-2%	-23%
O=C(NCCc1ccccc1)c1cc(-c2ccccc2)nc2n[nH]c(-c3ccccc3)c12
→ 7%	23%	-18%
COc1ccc(NC(=O)c2ccc(NC(=O)CCS(=O)(=O)c3cccs3)cc2)cc1OC
→ 0%	1%	4%
Cc1cccc(NC(=O)CN2C(=O)CC(c3ccccc3)Sc3ccccc32)c1 (stereo unspecified)
→ 0%	-1%	8%
COc1ccc2nc3sc(C(=O)N4CCN(c5ccccc5)CC4)cc3cc2c1
→ -12%	-4%	-1%
Cc1ccc2[nH]c(C)c(CCNC(=O)c3cc4cc(Br)ccc4oc3=O)c2c1
→ 7%	3%	-4%
COc1ccc(OC)c(-c2cc(C(=O)Nc3cccc(Cl)c3C)no2)c1
→ 1%	-4%	0%
Cc1ccc(S(=O)(=O)c2nc(-c3cccs3)oc2N2CCCCC2)cc1
→ -3%	0%	?
CC(C)n1cc2c(c1-c1ccccc1Cl)c(=O)n(C)c(=O)n2C
→ -8%	2%	6%
Cc1cccc(OCC(=O)N(Cc2ccccc2)c2ccccn2)c1
→ -13%	-2%	-56%
Cc1cccc(NC(=O)Cn2c(=O)n(CCC(=O)N3CCc4ccccc4C3)c(=O)c3ccccc32)c1
→ -6%	-3%	-5%
CCCCNc1nc(Oc2ccc(=O)n(-c3ccccc3)n2)nc(N(C)C)n1
→ -3%	-11%	0%
CCc1ccc(NC(=O)CN2C(=O)C(=O)c3ccccc32)cc1
→ -2%	-11%	1%
CC1CCN(S(=O)(=O)c2cn(CC(=O)Nc3cccc(C(F)(F)F)c3)c(=O)c3ccccc23)CC1
→ 1%	12%	-1%
Cc1oc2cc3oc(=O)c(CCC(=O)NCCc4ccccc4F)c(C)c3cc2c1C
→ -2%	?	1%
O=C(Nc1cccc(Cl)c1)C1CCCN(c2ncnc3c2nc2n3CCCCC2)C1 (stereo unspecified)
→ 3%	-37%[inhibitor]	0%
Clc1ccc(Nc2nc(-c3ccccc3)c3ccccc3n2)c(Cl)c1
→ -11%	6%	?
Cc1ccc(S(=O)(=O)C2(C(=O)Nc3ccc(C)c(Cl)c3)CC2)cc1
→ 11%	-17%	?
COc1cccc(CNC(=O)CCc2c(C)c3cc4c(C)coc4cc3oc2=O)c1
→ 4%	11%	-5%
CCc1ccccc1N(C)C(=O)c1cn(CC(C)C)c(=O)c2cc(OC)c(OC)cc12
→ -4%	-18%	-1%
O=C(O)Cn1nc(N2CCN(c3ccc(F)cc3)CC2)ccc1=O
→ -5%	5%	0%
Cc1ccc(N(C(=O)COc2ccccc2C)S(=O)(=O)c2ccc(Cl)cc2)cc1
→ 4%	-20%	2%
CC(C)Sc1ncc(Cl)c(C(=O)Nc2nc3ccc(S(C)(=O)=O)cc3s2)n1
→ 0%	34%	1%
CCc1ccccc1NC(=O)CSc1nc(C)c(C(=O)Nc2ccccc2)c(-c2ccc(Cl)cc2)c1C#N
→ 6%	-10%	2%
Cc1ccc(NC(=O)Cn2c(=O)n(CCc3ccccc3)c(=O)c3c4c(sc32)CCCC4)cc1C
→ 1%	-3%	-12%
Cc1ccc(O)c(-c2n[nH]c3c2C(c2ccc(F)cc2)N(Cc2ccco2)C3=O)c1 (stereo unspecified)
→ -1%	8%	?
COc1ccc(NC(=O)c2ccco2)cc1NC(=O)C(C)(C)Oc1ccc(Cl)cc1
→ 2%	-18%	-1%
COc1ccc(-c2ccc(CCC(=O)O)n2-c2ccc(Cl)cc2C)cc1
→ -1%	1%	-2%
COc1ccccc1CNC(=O)CCc1c(C)nc2cc(-c3ccc(Cl)cc3)nn2c1C
→ -11%	16%	4%
CC(C)CN(CCCNC(=O)c1cc(-c2cccs2)nc2ccccc12)CC(C)C
→ -2%	2%	-1%
COc1cccc(N2CCN(C(=O)CCCn3c(=O)[nH]c4ccc(Br)cc4c3=O)CC2)c1
→ -2%	-16%	-1%
O=C(Nc1cccc2cccnc12)c1ccc(-c2cccc(Cl)c2)o1
→ -4%	-3%	-28%
COc1ccc(-n2nnnc2C2CCN(S(=O)(=O)c3ccc(NC(C)=O)cc3)CC2)cc1
→ -9%	-20%	2%
COc1cc(Cl)c(NC(=O)CN2C(=O)c3cccnc3Sc3ccccc32)c(OC)c1
→ 6%	1%	-1%
CCOc1ccc(C2Nc3c(C)cccc3-c3cc(C)nn32)cc1 (stereo unspecified)
→ 1%	-7%	1%
CC(=O)c1cccc(NC(=O)Cn2c(C)c3cnn(-c4ccccc4)c(=O)c3c2C)c1
→ 5%	-7%	-2%
COc1ccc(C(CNC(=O)c2ccc(F)cc2)N2CCCC2)cc1 (stereo unspecified)
→ -3%	1%	-3%
CCn1c(SCC(=O)c2ccccc2)nnc1-c1cccc(Cl)c1
→ -1%	-13%	-28%
Cc1ccc(NC(=O)CN(C)S(=O)(=O)c2ccc3c(c2)n(C)c(=O)c(=O)n3C)cc1F
→ 1%	-7%	-1%
Cc1oc2c(c(C)cc3oc(=O)c(CC(=O)NCc4ccc(F)cc4)c(C)c32)c1C
→ -2%	9%	0%
CCOc1ccc(NC(=O)C2CCCN(S(=O)(=O)c3c(C)noc3/C=C/N(C)C)C2)cc1 (stereo unspecified)
→ -5%	7%	1%
COc1ccc(NC(=O)C2CCCN(C(=O)c3cnn(-c4ccccc4)c3-n3cccc3)C2)cc1 (stereo unspecified)
→ 4%	-14%	-1%
COc1ccc(NC(=O)c2nnn(Cc3ccccc3C)c2N)c(OC)c1
→ 2%	-12%	-2%
O=C(Nc1cccc(NC(=O)c2ccccc2F)c1)c1ccccc1
→ -1%	6%	3%

The list goes on:
Below each compound – TRb SRC2 PPI	SMN2 splice enh	TR SRC2 fluor cs
COc1ccc(-c2nc(SCC(=O)Nc3ccc4c(c3)OCCO4)c(-c3ccc(F)cc3)[nH]2)cc1OC
→ 4%	15%	-3%
CCOc1ccc(-c2cn3c(n2)sc2cc(C(=O)NCCc4ccc(OC)c(OC)c4)ccc23)cc1
→ 3%	-11%	0%
COc1cccc(CNC(=O)Cc2csc3ccccc23)c1OC
→ -4%	-3%	-1%
O=C(CSc1cn(CCNC(=O)c2ccccc2F)c2ccccc12)Nc1ccccc1F
→ 9%	12%	-1%
CCOC(=O)c1c(NC(=O)COc2ccc(C)cc2C(C)(C)C)sc2c1CCC(C)C2 (stereo unspecified)
→ -3%	-6%	-6%
CC(=O)Nc1ccc(NC(=O)CSc2nc3ccccc3nc2N2CCC(C)CC2)cc1
→ -6%	-14%	-7%
COc1ccc(CCNc2nc3c(-c4cccc(C)c4)nnn3c3ccccc23)cc1OC
→ 4%	1%	-3%
CC(=O)c1c(C)oc2c1cc(NS(=O)(=O)c1ccc(C(C)(C)C)cc1)c1ccccc12
→ -5%	-24%	3%
CCc1ccc2occ(CC(=O)Nc3c(C(=O)c4ccccc4)oc4ccccc34)c2c1
→ -14%[53 µM]	6%	-18%[53 µM]
Cc1ccc2nc(-c3ccccc3O)c(Nc3ccccc3C)n2c1
→ 3%	-10%	-1%
Cn1c(C(=O)NCc2ccccc2F)cc2oc3ccccc3c21
→ 2%	?	-1%
O=C(CSc1nc2c(cnn2-c2ccc(F)cc2)c(=O)[nH]1)Nc1ccccc1C(F)(F)F
→ 3%	-1%	-4%
CCC1CCCCN1CCCNC(=O)c1ccc2c(c1)N(Cc1ccccc1F)C(=O)c1ccccc1S2(=O)=O (stereo unspecified)
→ -9%	-76%[inhibitor]	0%
COc1ccc(N(C(=O)COc2c(C)cccc2C)S(=O)(=O)c2ccc(Cl)cc2)cc1
→ 5%	-9%	-8%
O=C(NCCc1cccs1)c1ccc(Cn2c(SCc3ccc(F)cc3)nc3cccnc32)cc1
→ 9%	19%	-12%
Cc1ccc(N(CC(=O)N2CCN(c3ccccc3F)CC2)S(=O)(=O)c2c(C)noc2C)cc1
→ 5%	-12%	-2%
